Screening results: PubChem BioAssay, National Center for Advancing Translational Sciences (NCATS)
FLuc modulator: inhibits or activates purified firefly luciferase, miR-21 counter-screen; purified FLuc, Km substrates, luminescence inhibition; actives 6.9% (n = 360,000); Potency, µM (highest dose often 57.5 µM), inactives show at the top dose activity change, negative = inhibition, hits mostly inhibitors;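 note: potency is the fitted concentration of half-maximal effect; plate controls were vehicle for no effect and reference inhibitor for full effect; nearly all actives have a fitted effect of over 55% in size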
Target sequence (P08659 whole entry, looked up): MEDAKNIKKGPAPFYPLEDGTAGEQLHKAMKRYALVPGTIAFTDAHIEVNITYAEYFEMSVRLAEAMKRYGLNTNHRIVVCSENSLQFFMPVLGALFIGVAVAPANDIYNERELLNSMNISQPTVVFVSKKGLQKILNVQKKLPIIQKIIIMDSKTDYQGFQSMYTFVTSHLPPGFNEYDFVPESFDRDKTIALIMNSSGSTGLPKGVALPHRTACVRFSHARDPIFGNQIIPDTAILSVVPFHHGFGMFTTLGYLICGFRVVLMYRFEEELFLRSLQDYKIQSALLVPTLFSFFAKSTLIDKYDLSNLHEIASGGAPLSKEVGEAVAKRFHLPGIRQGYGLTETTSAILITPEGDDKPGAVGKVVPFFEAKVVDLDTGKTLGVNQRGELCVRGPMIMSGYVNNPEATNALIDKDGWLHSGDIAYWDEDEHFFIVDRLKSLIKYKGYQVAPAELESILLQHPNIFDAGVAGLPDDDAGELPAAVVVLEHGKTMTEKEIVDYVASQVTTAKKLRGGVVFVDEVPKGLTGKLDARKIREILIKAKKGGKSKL
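Purified P. pyralis luciferase (10nM final) with 10uM D-luciferin and 10uM ATP (Km levels) in 50mM Tris acetate pH 7.5, 10mM Mg acetate, 0.01% Tween-20, 0.05% BSA; qHTS 6-point titration, ~60 µM downward; luminescence read.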
Rab9 promoter act: Rab9 promoter activation; Potency, µM (series often up to 9.22 µM), inactives show at the highest dose activation, negative = inhibition, actives largely listed as activators; Huh7 Rab9 promoter-luciferase reporter, luminescence, 24 h; actives 2.8% (n = 320,000); note: potency is the fitted concentration of half-maximal effect; % of control where 0% means no effect; nearly all actives have a fitted effect of over 60% in size
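Measured in stably transfected Huh7 cells bearing a Rab9 promoter–luciferase construct: 24 h compound treatment at 37 °C, followed by luminescence detection.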
Tb PFK block: T. brucei PFK enzyme inhibition. Potency, µM (doses to about 57.5 µM), for the others: top-dose activity, negative = inhibition, actives largely listed as inhibitors. actives 0.17% (n = 330,000). T. brucei PFK, ADP-Glo luminescence. AID 485367;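 note: potency is the fitted concentration of half-maximal effect; 0% = uninhibited 1x PFK enzyme wells and -100% = no-enzyme wells; nearly all actives have a fitted effect of over 60% in size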
Target sequence (O15648 whole entry, looked up): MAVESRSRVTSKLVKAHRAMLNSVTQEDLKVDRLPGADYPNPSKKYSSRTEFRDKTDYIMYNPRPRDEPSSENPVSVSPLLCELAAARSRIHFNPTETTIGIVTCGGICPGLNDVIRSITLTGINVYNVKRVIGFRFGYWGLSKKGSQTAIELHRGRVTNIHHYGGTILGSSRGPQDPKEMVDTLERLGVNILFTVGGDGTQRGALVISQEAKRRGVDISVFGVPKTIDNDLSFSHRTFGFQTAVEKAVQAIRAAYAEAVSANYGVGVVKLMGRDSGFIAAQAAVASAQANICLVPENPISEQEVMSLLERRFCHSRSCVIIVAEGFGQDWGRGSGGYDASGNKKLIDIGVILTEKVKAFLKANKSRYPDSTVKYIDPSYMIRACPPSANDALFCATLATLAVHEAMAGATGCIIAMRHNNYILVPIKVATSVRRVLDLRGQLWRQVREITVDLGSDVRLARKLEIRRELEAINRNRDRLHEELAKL
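Luminescent ADP detection (ADP-Glo, two-step: ATP depletion then ADP-to-ATP conversion for luciferase) reported PFK activity after 45 min room-temperature reaction of 1.25 nM enzyme with 0.5 mM F6P and 0.1 mM ATP at pH 8.0.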
VP16 counter: inhibits Gal4-VP16 luciferase reporter, ROR gamma counter-screen; Drosophila S2 Gal4-VP16 UAS-luciferase, luminescence, 20 h; Potency, µM (highest dose often 53.6 µM), without a hit: at the top dose activity, negative = inhibition, most hits filed as inhibitors; actives 3.5% (n = 310,000); AID 2546;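 note: Gal4-VP16 expression switched on by copper sulfate through the metallothionein promoter; potency is the fitted concentration of half-maximal effect; % is set by controls: 0 for no effect and ±100 for the full control effect; nearly all actives have a fitted effect of over 50% in size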
ELG1 genotox: induces genotoxicity in HEK293T cells with luciferase-tagged ELG1; HEK293T ELG1-luciferase reporter, luminescence, 16 h; Potency, µM (doses to about 46 µM), inactives show at the highest dose activity change, positive = activation, usual class: activators; actives 1.3% (n = 330,000); AID 504466; note: potency is the fitted concentration of half-maximal effect; % of control where 0% means no effect; nearly all actives have a fitted effect of over 60% in size
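After overnight (16 hr) compound treatment at 37 °C, ELG1-luciferase HEK293T cells were lysed with ONE-Glo; luminescence quantified 30 min later at room temperature.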
Coupling enz: inhibits coupling enzyme system, counter-screen for aldolase hits; coupling enzyme system counterscreen, AmpLite Red fluorescence; activity change, negative = inhibition, % at 58.2 µM, hits read low; actives 0.67% (n = 290,000); AID 2472; in the data active = activity change below about -30%; note: % is set by controls: 0 for no effect and ±100 for the full control effect
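Fluorescence at 525 nm excitation and 598 nm emission measured inhibition of the coupled detection system without aldolase. Compounds (at 57.5 uM final) were preincubated 10 min at room temperature with coupling enzyme reagent before a 20 min substrate/AmpLite Red step.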
RORg inh: blocks mouse ROR gamma transcriptional activity; Potency, µM (titrated, usually from 53.6 µM), for the others: at the top dose activity change, negative = inhibition, actives largely listed as inhibitors; P51450; Drosophila S2 Gal4-RORgamma UAS-luciferase reporter, 20 h; actives 5.4% (n = 310,000); AID 2551; note: potency is the fitted concentration of half-maximal effect; % is set by controls: 0 for no effect and ±100 for the full control effect; nearly all actives have a fitted effect of over 60% in size
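Stably transfected Drosophila Schneider cells are the test system, with ROR gamma fused to Gal4 and luciferase under UAS control; luminescence is read after 20 hr of 700 uM copper sulfate induction at ambient temperature.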
NPC1 promoter act: activates the NPC1 promoter. Huh7 NPC1 promoter luciferase reporter, 24 h. Potency, µM (doses to about 9.22 µM), inactives show at the top dose activation, hits mostly activators. actives 2.4% (n = 320,000). AID 485313;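 note: potency is the fitted concentration of half-maximal effect; % of control where 0% means no effect; nearly all actives have a fitted effect of over 60% in size; reporter is driven by a mutant NPC1 promoter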
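Stable NPC1-promoter luciferase Huh7 line; cpd (DMSO) 24 h, 37 °C, 5% CO2; Amplite luciferase reagent 10 min RT; luminescence readout. qHTS format.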
uPA surface inh: cell surface uPA generation inhibition. AID 540303. cell surface uPA generation assay, qHTS. Potency, µM (series often up to 38.3 µM), without a hit: at the highest dose activity change, negative = inhibition, actives largely listed as inhibitors. actives 0.31% (n = 330,000); active = well fitted inhibition curve with a large enough effect; inconclusive = small, poorly fitted or top-dose-only effect; inactive = no such curve, though single readings can be large or run the other way; tested in mouse RAW 264.7 cells; note: potency is the fitted concentration of half-maximal effect; % is set by controls: 0 for no effect and ±100 for the full control effect; nearly all actives have a fitted effect of over 55% in size
KCNH2 3.1 block: blocks the human KCNH2 3.1 channel isoform. U2OS KCNH2 3.1, thallium flux FluxOr; stronger effect = lower value. activity change, % (tested at about 1.8 µM). actives 0.95% (n = 340,000). AID 720553;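 active = maximum activity change below -70%; inconclusive = maximum activity change from -70% to -50%; inactive = maximum activity change above -50%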;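 note: thallium influx rate constant from kinetic fluorescence after stimulation buffer; % is set by controls: 0 for no effect and ±100 for the full control effect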
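Virally transduced U2OS (3.1 isoform, 4 h infection in dark at RT) → overnight 37 C → FluxOr + Red40 in HBSS/HEPES, 45 min → stimulation buffer, 2 min kinetic read → rate constant vs DMSO controls.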
Giardia kill: Giardia lamblia killing | Giardia lamblia trophozoite viability | activity change, % at 7.66 µM, hits read low | actives 0.15% (n = 340,000) | AID 540267; in the data active = activity change below about -80%; inconclusive = between about -30% and that limit;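 note: parasites exposed to compound for two days anaerobically before the ATP read; % is set by controls: 0 for no effect and ±100 for the full control effect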
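Viability, read as ATP luminescence: trophozoites at 100 cells/well, compound added, 48 hrs anaerobic at 37 deg C, then 15-30 min room-temperature development before reading.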
Active calls of the source: *; ? = inconclusive; . = not tested or not shown; [ ] = remark or other dose. Unless noted, calls come from the whole dose curve; as a rule, active = well fitted curve in the direction sought with a large enough effect; inconclusive = small, poorly fitted or top-dose-only effect, or another doubt; inactive = no such curve, though single readings can be large; an effect the other way counts as inactive or inconclusive. Rows are unselected (roughly 14% active in at least one column).

SMILES | FLuc modulator | Rab9 promoter act | Tb PFK block | VP16 counter | ELG1 genotox | Coupling enz | RORg inh | NPC1 promoter act | uPA surface inh | KCNH2 3.1 block | Giardia kill
CC1N(O)C(C)(C)C(c2ccccc2)=[N+]1[O-] (stereo not given) | -1% | -1% | -1% | 4% | 0% | 2 | -4% | -4% | -4% | 2 | -22
Cc1snc(SCc2cccc(Cl)c2)c1C#N | 1% | 8% | 1% | -5% | 1% | 1 | 22% | -6% | -5% | 5 | 28
COc1ccc(C(=O)C23CC4CC(C2)CC(C(=O)c2ccc(OC)cc2)(C4)C3)cc1 | 0% | -1% | -7% | ? | 0% | -9 | -1% | 1% | 5% | -1 | 6
CCOc1nc(SC(C(C)=O)C(=O)Nc2ccccc2)nc(N(C)C)n1 (stereo not given) | 2% | 15% | -1% | 34% | 6% | 6 | ? | 0% | -3% | -3 | 17
CC(=O)Nc1ccc(S(=O)(=O)N2CC(=O)NC(=O)C2)cc1 | 0% | 5% | -3% | -2% | 6% | -1 | -8% | 6% | 4% | -16 | -13
CCCCN(CC)S(=O)(=O)c1ccc(C(=O)Nc2nnc(CSC)o2)cc1 | 1% | 1% | 1% | 1µM* | -8% | 8 | 0.71µM* | -4% | -7% | -11 | 1
CC(NC(=O)Cc1ccccc1)c1cc2c(cc1Br)OCCCO2 (stereo not given) | 0% | -5% | -9% | -15% | 3% | 1 | 27% | -3% | 0% | 21 | 6
CC(C(=O)NCc1ccccc1)N1C(=O)C2CC=C(Cl)CC2C1=O (stereo not given) | 2% | 2% | -12% | -5% | -4% | 1 | -11% | 10% | -2% | -3 | 11
CCOc1ccc(-c2nnc(NC3=NCCCCC3)o2)cc1 | 4.8µM* | 1.6µM* | -1% | -21% | 2.3µM* | 3 | -16% | ? | -2% | -6 | -7
CC(=O)NCc1ccc(C(=O)COC(=O)COc2ccc(Cl)c(C)c2)s1 | . | . | 1% | . | 1% | . | . | . | -9% | -14 | 0
COc1ccc(C(=O)c2c3ccccc3[n+]([O-])n2Cc2ccc(C(N)=O)cc2)cc1 | ? | -1% | 0% | . | 6% | . | . | -3% | 9% | 10 | -29
Cc1cc(C(=O)Oc2ccccc2C(=O)O)c(C)o1 | 2% | 12% | 4% | 5% | 0% | 3 | ? | -1% | 7% | -13 | -1
CCOc1ccccc1NC(=O)c1nnn(CC(=O)Nc2cc(C)cc(C)c2)c1N | 2% | -7% | 0% | -4% | 4% | . | 1% | 1% | 0% | -17 | 23
COC(=O)c1ccc(N(CC(=O)NC2CCCC2)C(=O)c2ccc(C)s2)cc1 | 1% | 2% | -9% | 6% | -10% | 0 | -25% | 2% | 2% | 8 | 6
CCn1cc(C(=O)NCC(C)C)c(=O)c2cc(F)c(N3CCN(C)CC3)cc21 | 0% | -1% | -3% | -1% | 0% | 1 | 6% | -4% | -5% | 22 | -6
O=C(NCCCn1ccnc1)c1cc([N+](=O)[O-])cc([N+](=O)[O-])c1 | -3% | -3% | -1% | 0% | 0% | 2 | -44% | -2% | 4% | ? | 7
CC1=C(C(=O)OCc2ccccc2)C(c2ccccc2)NC(=O)N1CCCC(=O)O (stereo not given) | 1% | -4% | 2% | 4% | -3% | 6 | -27% | 0% | 7% | 3 | 10
O=C(NC1CC1)C1CCN(C2CCN(C(=O)c3c(F)cccc3Cl)CC2)CC1 | -1% | -4% | 1% | -6% | 0% | 2 | -16% | 1% | 1% | 17 | 16
COc1ccc(Nc2nc(N)nc(CSc3nnc(C)s3)n2)cc1 | 27µM* | ? | -1% | -5% | ? | 9 | ? | 26% | -4% | 0 | -8
Nn1c(SCc2ccccc2)nnc1C1CCCCC1 | -18% | ? | -6% | 1% | ? | 0 | 16% | 29% | 3% | 4 | -23
CC1(C)Cc2c(cnn2-c2ccc(F)cc2)C(NC(=O)c2ccc(=O)oc2)C1 (stereo not given) | ? | 7% | 0% | 19% | ? | . | 41% | -4% | -5% | -13 | 1
Cc1cc(NC(=O)CSc2ccnc(=O)[nH]2)no1 | 6% | -1% | -11% | . | 1% | . | . | -1% | 1% | -5 | -10
CC1CCCCC1NC(=O)CSc1nnc(-c2ccco2)n1C (stereo not given) | . | -2% | -8% | . | 2% | . | . | 0% | -3% | 1 | -1
C=CCn1c(COc2ccccc2)nnc1SCC(=O)C(C)(C)C | -1% | -4% | 2% | 6% | -4% | 7 | 6% | 0% | 3% | 9 | -17
COc1ccc(C2(C(=O)Nc3nncs3)CCCC2)cc1 | 0% | -1% | -2% | -5% | 8% | 0 | -29% | -1% | . | -25 | 19

In another format: entries from further up.
mol	FLuc modulator	Rab9 promoter act	Tb PFK block	VP16 counter	ELG1 genotox	Coupling enz	RORg inh	NPC1 promoter act	uPA surface inh	KCNH2 3.1 block	Giardia kill
C=CCn1c(COc2ccccc2)nnc1SCC(=O)C(C)(C)C	-1%	-4%	2%	6%	-4%	7	6%	0%	3%	9	-17
COc1ccc(C(=O)c2c3ccccc3[n+]([O-])n2Cc2ccc(C(N)=O)cc2)cc1	?	-1%	0%	.	6%	.	.	-3%	9%	10	-29
COc1ccc(C2(C(=O)Nc3nncs3)CCCC2)cc1	0%	-1%	-2%	-5%	8%	0	-29%	-1%	.	-25	19
CCCCN(CC)S(=O)(=O)c1ccc(C(=O)Nc2nnc(CSC)o2)cc1	1%	1%	1%	1µM*	-8%	8	0.71µM*	-4%	-7%	-11	1

Next compounds
SMILES | FLuc modulator | Rab9 promoter act | Tb PFK block | VP16 counter | ELG1 genotox | Coupling enz | RORg inh | NPC1 promoter act | uPA surface inh | KCNH2 3.1 block | Giardia kill
COc1ccc(N(CC(=O)NCCc2ccc(S(N)(=O)=O)cc2)S(=O)(=O)c2c(C)noc2C)cc1 | -1% | 0% | -1% | 5% | 2% | . | 2% | -3% | 9% | 9 | 3
CCn1c(-c2ccccc2Cl)nn(CC(=O)Nc2ccccc2C)c1=S | 0% | 2% | -4% | -3% | -3% | -1 | 40% | -2% | 5% | -6 | -4
CCN(CC)c1ccc(/C=N/NS(=O)(=O)c2ccc(CNC(C)=O)cc2)cc1 | 2% | -1% | -4% | 0% | 2% | 2 | 15%[10 µM] | -2% | 6% | 11 | -6
c1csc(-c2nc(N3CCOCC3)c3ccccc3n2)c1 | 1% | -3% | 7% | 3% | -7% | 7 | 17% | -12% | -4% | 6 | 20
Cc1ccc(Nc2nc(C(=O)NCC3CCCO3)cs2)cc1 (stereo not given) | ? | -1% | 3% | 3% | 0% | -2 | ? | 0% | 0% | -11 | 9
Cc1c(C(c2ccccc2Br)c2c(C)n(C)n(-c3ccccc3)c2=O)c(=O)n(-c2ccccc2)n1C | 6% | -1% | 0% | 1% | -4% | 2 | -3% | -4% | -11% | -2 | -7
Cc1ccc(OCC(=O)Nc2ccc(S(=O)(=O)Nc3cc(C)nc(C)n3)cc2)cc1 | -17% | 1% | -8% | -9% | 3% | 1 | -7% | 3% | 5% | 1 | -22
COc1cc(Br)cc2cc(C(=O)N3CCOCC3)c(=O)oc12 | 1% | -5% | 0% | -4% | 0% | 1 | -10% | 5% | 1% | 12 | -5
COc1ccccc1CN(C(=O)CNC(=O)c1ccco1)C(C(=O)NCC1CCCO1)c1ccccc1 (stereo not given) | 1% | -3% | 2% | 2% | -15% | 2 | 8% | -3% | 3% | -1 | -8
COc1ccc(-c2nc3ccccc3c(=O)n2CCCn2ccnc2)cc1 | 1% | -7% | 1% | 3% | 1% | 7 | 3% | 3% | -1% | -10 | -1
CCOc1cc(N2CCOCC2)c(OCC)cc1NC(=O)c1cc(S(=O)(=O)N2CCOCC2)ccc1F | . | . | -6% | . | -4% | . | . | . | 6% | -1 | 3
O=[N+]([O-])/C=C/c1cn(Cc2ccc(F)cc2)c2ccccc12 | -15% | 2% | -2% | ? | ? | 0 | ? | 0% | . | -10 | -7
CCOc1cccc(CN(C)CC2CCCN(CCc3ccc(Cl)cc3)C2)c1O (stereo not given) | -1% | -5% | 0% | 4% | -3% | 1 | ? | 3% | -29% | -7 | 1
Oc1ccc(CNC2CCCCC2)cc1 | 7% | -12% | 0% | 0% | -2% | 3 | -3% | -3% | -7% | 13 | 29
CCCCNC(=NCc1cccc(C(F)(F)F)c1)Nc1ccccc1 | -1% | -2% | 2% | -4% | -9% | -2 | -1% | 0% | -6% | -19 | 1
